Screening results as filed in PubChem.
NadD block – blocks S. aureus nicotinate mononucleotide adenylyltransferase | purified NadD enzyme, colorimetric absorbance read-out | inhibition, % at 20 µM | hit rate 0.78% among 360,000; in the data active = inhibition above about 26%; also: some compounds past the cut are filed as inactive
FAS-TE inh – blocks the thioesterase domain of human fatty acid synthase | P49327 | recombinant FAS-TE, OMFH fluorogenic substrate, fluorescence endpoint | inhibition, % at 15 µM | hit rate 0.67% among 360,000;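 active = compounds whose normalised, plate-corrected inhibition of enzyme fluorescence in the single-dose primary screen is 50% or more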;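 also: 0% = DMSO with enzyme and 100% = substrate without enzyme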
SKN-1 inh – C. elegans SKN-1 inhibition | AID 624304 | inhibition, % at 21.8 µM | C. elegans VP596 Pgst-4::GFP/RFP ratio, acrylamide-induced, 24 h | hit rate 0.49% among 360,000;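 active = interference check ratio from 0.5 to 1.5 plus GFP to RFP signal ratio inhibition reaching or exceeding a fixed threshold, cut at about 30% in these data, passing the limit was not always enough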; also: some compounds called inactive have numbers as strong as hits
MLLE-PAM2 inh – blocks PAM2 peptide binding to the PABP1 MLLE domain | P11940 | GST-MLLE / FITC-PAM2 fluorescence polarization | inhibition, % at 20 µM | hit rate 0.36% among 360,000 | AID 588489; in the data active = inhibition above about 35%, passing the limit was not always enough;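 also: plate controls were DMSO wells with GST-MLLE for no effect and wells lacking GST-MLLE protein for full effect; some results filed as inactive read as strong as hits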
CSN deneddyl inh – CSN deneddylation inhibition. inhibition, % at 12.5 µM. Purified CSN, SCF-Nedd8-OG deneddylation, fluorescence polarization. AID 651999. hit rate 0.38% among 360,000;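 active = pattern-corrected inhibition above about 35%, with an unprinted fluorescence ratio check between 0.5 and 1.5, limit read from the data, passing the limit was not always enough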;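 also: 0% = enzyme with substrate and 100% = substrate without enzyme; some results filed as inactive read as strong as hits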
Target sequence (Q92905 whole entry, looked up, one chain of several): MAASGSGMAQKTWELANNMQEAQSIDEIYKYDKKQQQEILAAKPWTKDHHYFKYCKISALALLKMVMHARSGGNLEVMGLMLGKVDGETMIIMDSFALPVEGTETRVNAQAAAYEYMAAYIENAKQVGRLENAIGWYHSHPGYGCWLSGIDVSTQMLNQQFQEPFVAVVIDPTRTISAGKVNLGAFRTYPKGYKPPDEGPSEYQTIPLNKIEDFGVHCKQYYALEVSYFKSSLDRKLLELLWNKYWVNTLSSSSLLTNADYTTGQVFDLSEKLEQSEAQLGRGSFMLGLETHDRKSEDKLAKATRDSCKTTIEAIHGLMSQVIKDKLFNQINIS
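assay system = purified human Csn5 enzyme expressed in HEK293T cells | amount = 0.24 nM enzyme | buffer or medium = Tris/NaCl/DTT buffer, pH 7.5 | reagent = 10 nM SCFSkp2-Nedd8OG | compound = one concentration, 12.5 µM, 0.25% DMSO | times = 90 min reaction at room temperature | signal = FP | read-out basis = % inhibition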
Neddyl block – inhibitors of human cullin neddylation | TR-FRET cullin neddylation, biochemical | calls only at 25 µM | hit rate 0.58% among 360,000 | AID 651699; in the data active = inhibition above about 36%
Target sequence (P61081 whole entry, looked up): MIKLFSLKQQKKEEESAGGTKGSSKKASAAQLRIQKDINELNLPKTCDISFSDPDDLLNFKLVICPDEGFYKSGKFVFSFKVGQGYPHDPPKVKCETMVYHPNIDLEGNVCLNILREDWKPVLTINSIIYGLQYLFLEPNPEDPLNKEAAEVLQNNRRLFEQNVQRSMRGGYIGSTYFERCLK
Target sequence (Q13564 whole entry, looked up): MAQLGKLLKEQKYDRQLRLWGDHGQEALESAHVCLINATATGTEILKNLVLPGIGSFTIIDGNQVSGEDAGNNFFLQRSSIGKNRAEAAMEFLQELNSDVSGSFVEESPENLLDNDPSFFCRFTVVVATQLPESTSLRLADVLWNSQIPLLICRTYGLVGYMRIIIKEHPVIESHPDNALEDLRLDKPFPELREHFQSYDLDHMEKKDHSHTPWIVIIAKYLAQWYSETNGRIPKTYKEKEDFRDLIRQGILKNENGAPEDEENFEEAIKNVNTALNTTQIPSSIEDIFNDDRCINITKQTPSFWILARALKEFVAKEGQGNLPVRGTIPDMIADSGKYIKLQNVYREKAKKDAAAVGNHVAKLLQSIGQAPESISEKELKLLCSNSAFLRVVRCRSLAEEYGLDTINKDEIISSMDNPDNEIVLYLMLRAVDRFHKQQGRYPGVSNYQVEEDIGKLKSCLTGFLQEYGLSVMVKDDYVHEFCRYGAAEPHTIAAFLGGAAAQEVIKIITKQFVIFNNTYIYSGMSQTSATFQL
Rin1 Abl inh – human Rin1-Abl interaction inhibition. TR-FRET Rin1/Abl binding, biochemical. inhibition, % at 7.35 µM. hit rate 0.4% among 360,000. AID 588664; in the data active = inhibition above about 5%, passing the limit was not always enough
Rpn11 inh – blocks the human proteasome subunit Rpn11 | O00487 | human 26S proteasome, Ub4-pepOG fluorescence polarization; 20S core pre-blocked with epoxomicin | calls only at 20 µM | hit rate 0.59% among 360,000 | AID 588493;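 active = inhibition at 20 µM, scaled to each plate's controls, above about 33%, limit read from the data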
MT1-MMP act inh – inhibitors of human MT1-MMP activation | GFP/RFP ratio change, % at 20 µM | HT1080 RFP-PRO-GFP cells, GFP/RFP ratio fluorescence, overnight; percent of plate control window, DMSO zero | P50281 | hit rate 0.061% among 360,000;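 active = GFP/RFP ratio change of at least 30% with cell ATP level not reduced by more than half and red fluorescence within 50% of control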; also: strong numbers were not always called active
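Assay system: HT1080 cells carrying an RFP-PRO-GFP reporter | Dosing: Single dose of 20 µM compound, 1% DMSO final | Incubation: Cells overnight before dosing, compound overnight, 37 °C, 5% CO2 | Evaluation: GFP/RFP fluorescence ratio | Control set: DMSO and RFP-L50D-GFP cell wells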
Starred values were filed as active, the others as inactive; i = inactive; nt = not tested or not shown; + = active, no number.

SMILES	NadD block	FAS-TE inh	SKN-1 inh	MLLE-PAM2 inh	CSN deneddyl inh	Neddyl block	Rin1 Abl inh	Rpn11 inh	MT1-MMP act inh
Cc1cccc([C@@H]2[C@@H]3C(=O)N(Cc4ccccc4)C(=O)[C@@H]3[C@]3(Cc4ccc(Cl)cc4)C(=O)N(c4cccc(Cl)c4)C(=O)N23)c1	5	91*	-15	6	2	i	-1	i	-3
CC1CCN(C(=O)c2ccc(NS(=O)(=O)c3ccc4[nH]c(=O)[nH]c4c3)cc2)CC1	-6	-4	1	13	1	i	1	i	-2
CC(=O)Nc1cccc(NC(=O)c2ccc(S(=O)(=O)NCc3ccco3)cc2)c1	-4	-5	-1	7	0	i	2	i	-1
O=[N+]([O-])c1ccccc1N/N=C/c1cccc(O)c1O	8	-3	1	-8	-3	i	-3	i	1
COc1ccc(S(=O)(=O)NCc2cccnc2)cc1NC(=O)c1ccccc1C	83*	2	4	-15	24	i	1	+	-5
O=C(NCc1ccccc1)C1CCN(C(=O)NCc2ccccc2)CC1	-1	-8	-23	9	-7	i	-1	i	1
CN(C(=O)c1cc2ccccc2oc1=O)C1(C)CCS(=O)(=O)C1 (stereo not drawn)	8	-1	-5	-1	-4	i	1	i	2
CCN(CCCNC(=O)C1CCC(=O)N1C(C)C)c1cccc(C)c1 (stereo not drawn)	3	-8	4	8	0	i	2	i	-1
O=C(Nc1ccc(C(F)(F)F)cc1)c1cc(S(=O)(=O)NCC2COc3ccccc3O2)ccc1F (stereo not drawn)	-5	44	8	-11	-1	i	-2	i	5
Cc1cc(C)n(CC(O)COc2ccc3ccccc3c2)n1 (stereo not drawn)	-2	-4	10	0	-2	i	-3	i	3
COc1cccc(NC(=O)CCNS(=O)(=O)c2cccc3nonc23)c1	-3	-2	-5	5	2	i	5	i	1
O=C(O)c1cnn2c1C(=O)N(Cc1cccs1)CC2	-7	-5	7	3	-6	i	0	i	0

Reformatted as comma-separated lines: 4 of the compounds above.
Compound,NadD block,FAS-TE inh,SKN-1 inh,MLLE-PAM2 inh,CSN deneddyl inh,Neddyl block,Rin1 Abl inh,Rpn11 inh,MT1-MMP act inh
O=C(O)c1cnn2c1C(=O)N(Cc1cccs1)CC2,-7,-5,7,3,-6,i,0,i,0
O=C(Nc1ccc(C(F)(F)F)cc1)c1cc(S(=O)(=O)NCC2COc3ccccc3O2)ccc1F (stereo not drawn),-5,44,8,-11,-1,i,-2,i,5
O=C(NCc1ccccc1)C1CCN(C(=O)NCc2ccccc2)CC1,-1,-8,-23,9,-7,i,-1,i,1
COc1cccc(NC(=O)CCNS(=O)(=O)c2cccc3nonc23)c1,-3,-2,-5,5,2,i,5,i,1

New compounds follow.
SMILES	NadD block	FAS-TE inh	SKN-1 inh	MLLE-PAM2 inh	CSN deneddyl inh	Neddyl block	Rin1 Abl inh	Rpn11 inh	MT1-MMP act inh
CN1C(=O)C(c2cn(C)c3ccccc23)(c2cn(C)c3ccccc23)c2cc(Br)ccc21	nt	nt	1	nt	3	i	nt	nt	1
O=C(COC(=O)c1cnccn1)Nc1ccc(Cl)cc1	-3	-5	-1	-9	1	i	-3	i	4
N#Cc1ccc(COc2cccnc2[N+](=O)[O-])cc1	-3	4	2	16	-4	i	0	i	-1
COc1ccc(S(=O)(=O)Cc2ccc(C(=O)N3CCN(c4cccc(C)c4C)CC3)o2)cc1	6	-6	-9	-8	1	i	-2	i	0
CCCN(CC1CC1)C(=S)NC(=O)C1CC1	-6	0	4	7	-2	i	-3	i	-2
CC1Cc2ccccc2N1C(=O)COC(=O)/C=C/c1ccc(F)cc1 (stereo not drawn)	-1	32	3	-4	3	i	1	i	3
c1ccc2[nH]c(SCCN3CCOCC3)nc2c1	1	-4	0	10	4	i	4	i	5
CC(NC(=O)OC(C)(C)C)C(=O)Oc1ccc2ccc(=O)oc2c1 (stereo not drawn)	8	8	-21	-15	10	nt	-1	i	-2
COc1cc(Cl)c(CNC[C@H]2O[C@@H](n3cnc(C(N)=O)n3)[C@H](O)[C@@H]2O)c(Cl)c1O	4	-8	-1	-1	3	i	-5	i	2
CN1CCN(c2nnc(-c3ccc(Cl)cc3)c3ccccc23)CC1	-8	-5	3	3	-4	i	-3	i	-3
CC(C)(C)NC(=O)C(c1ccc(-c2ccccc2)cc1)N(C[C@H]1CC[C@@H]([C@@H]2CC[C@H](CO)O2)O1)C(=O)c1cccc(Cl)c1 (stereo partly drawn)	6	12	1	-5	-1	i	-1	i	-11
O=C1C2C(C(=O)N1CCN1CCN(Cc3ccc([N+](=O)[O-])cc3)CC1)[C@H]1C=C[C@@H]2C1 (stereo partly drawn)	-2	-4	-19	11	0	i	-3	i	6
Cc1nc(-c2ccccc2)cc(N2CCCC2)n1	0	0	13	6	6	i	2	i	4
Cc1cccc(Nc2nc(C)cc(C)n2)c1	-2	-2	20	-10	1	i	0	i	-3
CCCOc1ccc(-c2c(C(=O)N/N=C/c3ccccc3)nnn2-c2nonc2N)cc1	5	-3	10	-10	4	i	2	i	-2
CC(=O)c1ccc(NC(=O)C2CCC(C)(C(=O)O)C2(C)C)cc1 (stereo not drawn)	-4	-5	-5	14	-6	i	3	i	-4
COCCN(C(=O)CCCC(=O)Nc1ccccn1)C(C(=O)NC1CCCC1)c1ccc(C)cc1 (stereo not drawn)	7	-10	25	-6	-1	i	4	i	3
O=C(NCCCN=C1NS(=O)(=O)c2ccccc21)c1ccc(Cl)cc1	3	-3	3	7	2	i	2	i	5
COc1cc2c(=O)n(CCC(=O)NCC3CCCO3)c(=O)n(CC(=O)c3ccc(Cl)cc3)c2cc1OC (stereo not drawn)	-3	-1	-11	16	1	i	-1	i	1
O=C(O)c1ccc(-n2ncc3c2/C(=C\c2cccc([N+](=O)[O-])c2)CC3)cc1	14	41	-11	9	4	i	0	i	4
Cc1cc(C)cc(NC(=O)CSc2ccc(-c3cccs3)nn2)c1	2	19	13	19	-2	i	-2	i	5
CN(Cc1ccc(F)cc1)C(=O)c1ccc(NS(=O)(=O)c2ccc3[nH]c(=O)[nH]c3c2)cc1	1	-2	3	-6	-9	i	2	i	-5
CC(=O)C(C(c1ccccc1)c1c[nH]c2ccccc12)[N+](=O)[O-] (stereo not drawn)	-6	5	6	-7	-1	i	-1	i	-3
CCC1CCCCN1Cc1nc2ccccc2c(=O)n1CC(C)=O (stereo not drawn)	-5	-7	-10	11	-1	i	3	i	-4
Fc1cccc(NC(=S)NCCN2CCOCC2)c1	-6	-7	1	11	-13	i	-7	i	-9
CCCN(C(=O)CSc1nnc(N)s1)c1c(N)n(Cc2ccccc2)c(=O)[nH]c1=O	0	0	5	7	0	i	4	i	0
Cn1c(=O)c(C(=O)Nc2ncccc2O)c(O)c2ccccc21	9	1	0	-11	5	i	-3	i	4
COc1ccc(S(=O)(=O)N(CC(=O)Nc2ccc(S(=O)(=O)N3CCOCC3)cc2)c2ccccc2)cc1	-8	10	10	-3	-11	i	0	i	0
C[C@@H]1CN([C@H](C)CO)C(=O)CCCn2nncc2CO[C@H]1CN(C)S(=O)(=O)c1cn(C)cn1	0	-8	4	-13	3	i	-2	i	9
CCCNS(=O)(=O)c1ccc(CCC(=O)Nc2ccc3c(c2)OCO3)cc1	-4	-3	13	-6	-1	i	4	i	5
Cc1nc2scc(C)n2c(=O)c1S(=O)(=O)N1CCN(c2ccc(F)cc2)CC1	4	14	25	5	-3	i	-1	i	2
CCCS(=O)(=O)NC(=O)C1(C)CCN(C(=O)Cc2ccc(OC)c(OC)c2)C1 (stereo not drawn)	1	-2	24	3	-4	i	-2	i	20
CC(C)NC(=O)C(C)Oc1ccc(S(=O)(=O)NCc2ccc3c(c2)OCO3)cc1 (stereo not drawn)	-5	-1	16	5	-3	i	0	i	-3
CCc1ccc(NC2=NC(C(=O)NC3CCCCC3)CC(=O)N2)cc1 (stereo not drawn)	-1	-9	-34	-13	8	i	-4	i	-4
Cc1nn(C)cc1C=NCCOCc1ccccc1	8	-4	10	-11	0	i	2	i	4
O=C(NCc1ccccc1Br)c1ccco1	-1	-7	2	-2	1	i	-2	i	4
CCOc1ccc(OCC)c(NC(=O)CN2CCN(c3ccc(C)cc3C)CC2)c1	7	24	29	6	2	i	1	i	-3
COc1ccc(NC(=O)c2ccco2)cc1NC(=O)c1c(OC)cccc1OC	1	-3	7	6	-1	i	2	i	1
COc1cccc(C(C)(O)c2nc(-c3cccc(NC(C)=O)c3)cs2)c1 (stereo not drawn)	-5	-3	18	-7	3	i	-2	i	-4
CC(C)(C)n1ncc2c(=O)n(CC(=O)N3CCCC3)cnc21	-8	-2	8	2	-4	i	-1	i	1
O=C(COc1ccc(Br)cc1Br)NC1CCCC1	1	4	23	9	-10	i	1	i	4
CSCCC(C(=O)Nc1c(C)cccc1C)N1CCC(Cc2ccccc2)CC1 (stereo not drawn)	-4	26	0	-1	-1	i	4	i	-6
Nc1[nH]nc2nc(N3CCCC3)nc(-c3ccccc3)c12	2	-6	5	10	-1	i	-5	i	2
O=c1c2ccccc2ncn1/N=C/c1ccccc1	-2	-1	27	7	-2	i	3	i	-3
Fc1c(F)c(F)c(NC2=NCCCCC2)c(F)c1F	-6	-2	0	-3	0	i	0	i	2
CCN(CC(=O)Nc1ccccc1C(F)(F)F)C(=O)CCOc1ccccc1C	-1	-4	2	-5	-2	i	0	i	0
O=C(Nc1ccc(N2CCOCC2)c(Cl)c1)c1cccc(F)c1	1	2	0	-4	2	i	-1	i	3
Cc1cc(C)n2[nH]c(=O)c(N=Nc3ccccc3)c2n1	-3	-8	-1	-3	1	i	-10	i	4
OCCCNc1nc(-c2ccccc2)c2cc(Cl)ccc2n1	11	-17	-2	15	0	nt	-1	i	-4
COC(=O)c1ccc2nc(-c3ccccc3)c(Cc3ccccc3C(F)(F)F)n2c1	6	23	2	nt	-3	nt	nt	nt	-5
Cc1c(C#N)c(O)n(CCO)c(=O)c1N=Nc1ccc(S(N)(=O)=O)cc1	1	2	13	-16	4	i	-8	i	10
CCCCn1c(-c2sccc2C)n[nH]c1=S	3	-6	7	-10	-5	i	2	i	0
COc1ccc(-c2csc(NC(=O)CSc3nc(C)nc4sc(C(=O)O)c(C)c34)n2)cc1	30*	-52	-7	14	51*	i	-2	i	4
Cc1ccc(S(=O)(=O)Nc2ccc3cc([N+](=O)[O-])ccc3c2[N+](=O)[O-])cc1	7	19	13	-58	8	i	-1	i	14
O=C(Cc1c[nH]c2ccccc12)N1CCN(S(=O)(=O)c2ccc(Cl)cc2)CC1	-1	6	19	-48	-3	i	1	i	-2
COc1ccc(Cn2nnnc2C(c2ccccc2Cl)N2CCN(C3CCCC3)CC2)cc1 (stereo not drawn)	-5	0	13	4	-3	i	3	i	-1
CSc1nc(=O)n(-c2ccccc2)c(C)c1C(C)=O	0	-2	7	7	-2	i	0	i	-3
Cc1ccc(-c2cc(-c3ccco3)c(C#N)c(=O)[nH]2)cc1	20	-40	6	-79	14	+	0	i	-2
O=C(Cc1cccs1)Nc1cccc(-c2ccc3nncn3n2)c1	-2	6	-9	3	3	i	-3	i	2
C[C@H](NC(=O)[C@@H]1CCCN1C(=O)[C@@H]1CCCN1)c1ccccc1	-1	-12	-4	nt	-5	i	nt	nt	38
